VLA-4 inh: inhibition in a human VLA-4 binding assay; P13612; VLA-4 expressing cells, ligand binding flow cytometry; inhibition, % (about 7 µM as worked out from the volumes in the protocol); 0.2% of 330,000 active; AID 2557; in the data active means inhibition above about 50%
RPL19A-GFP yeast: yeast TOR pathway RPL19A-GFP modulation; S. cerevisiae RPL19A-GFP strain, flow cytometry, 3 h; hits give low values; percent response vs DMSO, % at 10 µM; 0.3% of 330,000 active;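 active means percent response vs DMSO below 50%; inconclusive means fewer than 70 events counted for the yeast strain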;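 further: median channel GFP fluorescence of the barcoded RPL19A-GFP strain; ratio of sample median GFP to plate DMSO average so 100% = DMSO; lower means less RPL19A-GFP as with rapamycin TOR inhibition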
LAP4 TOR yeast: yeast TOR pathway LAP4-GFP modulation | S. cerevisiae LAP4-GFP multiplex, flow cytometry GFP, 3 h; median GFP as percent of DMSO wells | GFP response vs DMSO, % at 10 µM | 0.34% of 320,000 active;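 active means GFP response vs DMSO above a set limit, about the screen mean plus 3 SD, cut at about 150% in these data; inconclusive means under 70 cell events counted for the yeast strain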
MEP2 TOR yeast: yeast TOR pathway MEP2-GFP modulation; 0.51% of 330,000 active; GFP response vs DMSO, % at 10 µM; AID 2016; S. cerevisiae MEP2-GFP strain, flow cytometry GFP, 3 h; 100% = DMSO control level;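 active means GFP response versus DMSO above a set limit, roughly screen mean plus 3 SD, cut at about 180% in these data; inconclusive means fewer than 70 cells counted for a yeast strain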;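 further: median GFP fluorescence of the barcode-gated MEP2-GFP cells per well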
JMJD2C inh: blocks human GASC-1 demethylase activity | Q9H3R0 | GST-JMJD2C(1-420) H3K9me3 demethylation, DELFIA europium | inhibition, % at 2.35 µM | 0.069% of 330,000 active;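 active means more than half of a compound's replicate wells show inhibition beyond 50%, single wells judged on their own value; inconclusive means some, but no more than half, of replicates pass 50% inhibition; inactive means no replicate passes 50% inhibition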;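 further: signal counts dimethyl H3K9 product captured on neutravidin plate; 0% = median of DMSO wells and 100% = 0.3 times that DMSO median; strong numbers were not always called active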
Target sequence (Q9H3R0 1-420 limits assumed): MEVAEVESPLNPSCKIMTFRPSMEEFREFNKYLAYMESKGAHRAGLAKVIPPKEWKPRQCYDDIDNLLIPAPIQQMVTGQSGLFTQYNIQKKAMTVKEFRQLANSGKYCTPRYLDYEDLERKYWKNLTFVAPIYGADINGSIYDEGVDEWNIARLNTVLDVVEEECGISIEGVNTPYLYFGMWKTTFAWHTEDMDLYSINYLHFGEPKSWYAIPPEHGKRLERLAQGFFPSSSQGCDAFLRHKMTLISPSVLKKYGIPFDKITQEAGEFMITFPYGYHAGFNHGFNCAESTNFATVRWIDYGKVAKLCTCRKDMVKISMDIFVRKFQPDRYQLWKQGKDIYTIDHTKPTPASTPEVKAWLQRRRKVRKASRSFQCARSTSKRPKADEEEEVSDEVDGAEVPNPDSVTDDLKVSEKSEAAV
GRK2 aptamer HTS: blocks RNA aptamer binding to human GRK2; 0.59% of 330,000 active; bead flow cytometry, FAM-aptamer displacement from GRK2; inhibition of aptamer binding, % at 10 µM; P25098;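 active means inhibition of aptamer binding above 40%, roughly 3 SD of noise, on plates passing a quality check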;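 further: median bead fluorescence of bound FAM aptamer so fluorescent compounds give negative values; no value below 0 was filed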
Target sequence (P25098 whole entry, looked up): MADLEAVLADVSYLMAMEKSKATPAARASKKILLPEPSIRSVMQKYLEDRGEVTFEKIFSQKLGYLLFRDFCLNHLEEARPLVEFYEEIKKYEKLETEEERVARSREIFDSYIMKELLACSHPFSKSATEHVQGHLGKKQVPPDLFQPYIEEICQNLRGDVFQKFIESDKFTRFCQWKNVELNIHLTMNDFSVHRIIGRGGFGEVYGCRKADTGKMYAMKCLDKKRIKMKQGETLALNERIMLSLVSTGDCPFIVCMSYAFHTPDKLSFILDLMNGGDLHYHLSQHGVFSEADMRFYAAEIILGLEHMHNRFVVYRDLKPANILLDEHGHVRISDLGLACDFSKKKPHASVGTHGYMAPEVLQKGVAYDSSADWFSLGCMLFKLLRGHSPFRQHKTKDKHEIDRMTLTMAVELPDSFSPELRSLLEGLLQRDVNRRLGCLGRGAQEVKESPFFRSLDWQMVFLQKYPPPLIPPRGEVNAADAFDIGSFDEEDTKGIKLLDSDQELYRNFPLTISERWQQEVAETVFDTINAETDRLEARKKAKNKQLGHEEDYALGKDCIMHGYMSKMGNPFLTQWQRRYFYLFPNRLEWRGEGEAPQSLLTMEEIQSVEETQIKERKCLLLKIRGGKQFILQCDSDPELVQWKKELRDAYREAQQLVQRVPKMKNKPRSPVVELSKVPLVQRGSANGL
CIT2-GFP yeast: yeast TOR pathway CIT2-GFP modulation. AID 2029. 0.065% of 320,000 active. S. cerevisiae CIT2-GFP strain, flow cytometry, 3 h; 100 means same as DMSO wells. GFP response vs DMSO, % at 10 µM;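 active means GFP response relative to DMSO above a set limit, near the screen mean plus 3 SD, cut at about 150% in these data; inconclusive means Fewer than 70 cells measured for a yeast strain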;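 further: ratio of well median GFP fluorescence to mean of DMSO wells on the plate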
AGP1 TOR yeast: yeast TOR pathway AGP1-GFP modulation; AID 2066; S. cerevisiae AGP1-GFP multiplex flow cytometry, 3 h; GFP as percent of DMSO wells; 0.02% of 320,000 active; GFP response vs DMSO, % at 10 µM;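 active means GFP response relative to DMSO above a set limit, near screen average plus 3 SD, cut at about 150% in these data; inconclusive means fewer than 70 cells counted for the yeast strain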;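 further: median GFP channel fluorescence of the gated AGP1 strain per well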
Starred values were filed as active, the others as inactive; ? = inconclusive; . = no result given; [ ] = dose if it differs, or a comment.

SMILES | VLA-4 inh | RPL19A-GFP yeast | LAP4 TOR yeast | MEP2 TOR yeast | JMJD2C inh | GRK2 aptamer HTS | CIT2-GFP yeast | AGP1 TOR yeast
Cc1cc(C)n2c(SCC(=O)N(C)C3CCCCC3)nnc2n1 | 11 | 101 | 89 | 91 | 3 | 0 | 87 | 94
O=c1oc2cc(Oc3ccc(C(F)(F)F)cc3[N+](=O)[O-])ccc2c2c1CCCC2 | -24 | 103 | 110 | 110 | -4 | 2 | 110 | .
Cc1cc(C)n(C(=O)CCC2COc3ccccc3O2)n1 (stereo not drawn) | -12 | 98 | 103 | 106 | 1 | 1 | 110 | 102
COc1ccc2cc(-c3ccccc3F)ncc2c1 | 16 | 103 | 130 | 99 | 7 | 0 | 99 | 102
Cc1cc([N+](=O)[O-])ccc1-c1ccc(/C=N/NC(=O)Cc2ccccc2)o1 | -6 | 104 | 96 | 106 | 5 | 5 | 109 | 99
Cc1ccc(-c2nn3c(=O)c(C)nnc3s2)cc1 | 9 | 95 | 93 | 97 | -33 | 0 | 101 | 96
NC(=O)NC1CCCc2c1[nH]c1ccc(Cl)cc21 (stereo not drawn) | 21 | 98 | 101 | 98 | 6 | 0 | 85 | 100
CCN1CCCC1CNC(=O)c1ccc2c(=O)n(CCOC)c(=O)[nH]c2c1 (stereo not drawn) | 5 | 96 | 98 | 103 | -1 | 0 | 92 | 95
CSc1nnc(NC(=O)c2cc(=O)c3cc(C)cc(C)c3o2)s1 | -1 | 105 | 110 | 98 | 6 | 0 | 96 | 109
Cc1ccc(OCc2cc(C(=O)NCc3cn4ccccc4n3)no2)cc1C | 6 | 96 | 88 | 124 | -31 | 0 | 107 | 96
CC(=O)N1CCC(N(CCN2CCOCC2)C(=S)Nc2ccc(C)c(C)c2)CC1 | -1 | 97 | 100 | 98 | -1 | 0 | 104 | 102
Cc1nn(CC(=O)NCC(C)c2ccccc2)c(=O)c2cc(-c3ccccc3)nn12 (stereo not drawn) | 0 | 104 | 101 | 108 | -2 | 1 | 112 | 106
Cc1c(Cl)c([N+](=O)[O-])nn1Cc1ccc(C(=O)N/N=C\c2cccc(Br)c2)o1 | -17 | 97 | 99 | 98 | -9 | 2 | 98 | 100
CC1=NN(C(N)=S)C(=O)C1N=Nc1cccc([N+](=O)[O-])c1 (stereo not drawn) | 10 | 98 | 97 | 101 | -6 | 0 | 99 | 102
COCCNC(=O)c1csc(Nc2cccc3ccccc23)n1 | -2 | 95 | 90 | 115 | -4 | 0 | 92 | 89
COc1ccc(CCNC(=O)COc2ccc(S(=O)(=O)NCC(C)C)cc2Cl)cc1OC | -8 | 107 | 102 | 112 | 3 | 1 | 105 | 116
CC(=O)NC1CCCN(O)C(=O)/C=C(\C)CCOC(=O)C(NC(C)=O)CCCN(O)C(=O)/C=C(\C)CCOC(=O)C(NC(C)=O)CCCN(O)C(=O)/C=C(\C)CCOC1=O (stereo not drawn) | -6 | 98 | 102 | 105 | -30 | 3 | 100 | 104
O=C(Nc1nc(=S)ss1)c1c(F)cccc1F | -1 | 99 | 112 | 102 | 9 | 0 | 106 | 100
O=C(NC(=O)c1ccccc1)OCC1CCCN2CCCCC12 (stereo not drawn) | -15 | 98 | 104 | 93 | 5 | 2 | 95 | 95
O=C(CNC(=O)N1CC(=O)Nc2ccccc21)Nc1ccccc1 | 11 | 108 | 119 | 108 | 5 | 0 | 113 | 122
Cc1nn(Cc2noc(C(=O)NC3CCC(C)CC3)n2)c(C)c1Br (stereo not drawn) | 7 | 93 | 96 | 94 | 9 | 0 | 96 | 95
CCC1(c2ccc(F)cc2)NC(=O)NC1=O (stereo not drawn) | 18 | 97 | 105 | 105 | 13 | 4 | 100 | 104
COc1ccc(CCNC(=O)c2cc3c(cc2Cl)N2CCCCCC2=NS3(=O)=O)cc1 | 4 | 100 | 92 | 90 | 3 | 2 | 108 | 103
Cc1ccc(S(=O)(=O)c2c(COC(=O)c3cccc(Cl)c3)c(-c3ccccc3)nn2C)cc1 | 15 | 91 | 87 | 92 | -5 | 2 | 97 | 91

Three entries from above, arranged by molecular weight, rising.
SMILES | VLA-4 inh | RPL19A-GFP yeast | LAP4 TOR yeast | MEP2 TOR yeast | JMJD2C inh | GRK2 aptamer HTS | CIT2-GFP yeast | AGP1 TOR yeast
CC1=NN(C(N)=S)C(=O)C1N=Nc1cccc([N+](=O)[O-])c1 (stereo not drawn) | 10 | 98 | 97 | 101 | -6 | 0 | 99 | 102
COCCNC(=O)c1csc(Nc2cccc3ccccc23)n1 | -2 | 95 | 90 | 115 | -4 | 0 | 92 | 89
COc1ccc(CCNC(=O)COc2ccc(S(=O)(=O)NCC(C)C)cc2Cl)cc1OC | -8 | 107 | 102 | 112 | 3 | 1 | 105 | 116

(further entries)
SMILES | VLA-4 inh | RPL19A-GFP yeast | LAP4 TOR yeast | MEP2 TOR yeast | JMJD2C inh | GRK2 aptamer HTS | CIT2-GFP yeast | AGP1 TOR yeast
COc1c(N2C[C@@H]3CCCN[C@@H]3C2)c(F)cc2c(=O)c(C(=O)O)cn(C3CC3)c12 | -1 | 107 | 106 | 110 | -10 | 16 | 98 | 103
C=CCc1c(C)nc(SCC(=C)C)[nH]c1=O | 1 | 109 | 123 | 109 | 5 | 0 | 104 | 108
CCCCCCC/C(C)=N/NC(=O)CC(=O)NCCc1ccccc1 | -3 | 96 | 94 | 96 | 8 | 0 | 95 | 95
CCCS(=O)(=O)N1CCC(C(=O)NCc2ccccc2Cl)CC1 | -14 | 97 | 101 | 101 | -6 | 0 | 97 | 101
Cc1cc(SCC(=O)OCC(=O)c2c(N)n(C)c(=O)n(C)c2=O)c(C)cc1Br | 18 | 91 | 92 | 91 | -35 | 0 | 92 | 95
O=C(Nc1ccc(F)cc1)N1CCCN(c2ccc(C(F)(F)F)cn2)CC1 | 4 | 99 | 106 | 101 | -10 | 1 | 93 | 103
CC1(CCc2ccc(O)cc2)NC(=O)NC1=O (stereo not drawn) | -3 | 96 | 99 | 98 | -16 | 0 | 98 | 95
CCc1cc2c(SCC(=O)N(C)C3CCS(=O)(=O)C3)ncnc2s1 (stereo not drawn) | -4 | 96 | 91 | 99 | 15 | 6 | 98 | 96
CCOc1ccccc1N1CCN(C(=O)C2=CC=CN3CCS(=O)(=O)N=C23)CC1 | -5 | 102 | 104 | 98 | -3 | 0 | 97 | 104
Cc1ccccc1OCCC(=O)Nc1ccccc1C(=O)N1CCCCC1 | 7 | 94 | 101 | 90 | 10 | 4 | 88 | 95
CSc1ccc(/C=N\Nc2nncn2N)cc1 | 6 | 105 | 92 | 108 | 7 | 0 | 106 | 104
Cc1c(NC(=O)CSc2nncn2-c2ccccc2)c(=O)n(-c2ccccc2)n1C | 5 | 100 | 106 | 101 | -1 | 1 | 94 | 108
c1cn(-c2ccc(-c3ccnc4ncnn34)cc2)cn1 | -2 | 99 | 96 | 100 | 28 | 3 | 99 | 100
CCOC(=O)N[C@H](Cc1c[nH]c2ccccc12)C(=O)NC1CC1 | 23 | 102 | 115 | 101 | 1 | 1 | 115 | 114
COc1ccc(CCNC(=O)CN2c3cccc4cccc(c34)S2(=O)=O)cc1OC | -4 | 103 | 92 | 101 | 12 | 0 | 86 | 73
COc1ccc(NC(=O)COC(=O)C(NC(=O)c2ccc(C)cc2)C(C)C)cn1 (stereo not drawn) | 5 | 103 | 83 | 99 | 2 | 2 | 87 | 78
O=[N+]([O-])c1ccc(/C=N/Nc2cc(Cl)nc(-c3ccccc3)n2)cc1 | 1 | 111 | 120 | 111 | 4 | 3 | 107 | 113
Clc1ccc(-c2c[n+](Cc3cccc(Cl)c3)c3n2CCC3)cc1 | 0 | 107 | 104 | 105 | -6 | 0 | 96 | 105
Cc1cccc(N2CCN(C(=O)COc3cc(=O)n(C)c4ccccc34)CC2)c1C | -12 | 98 | 105 | 104 | 3 | 2 | 95 | 100
COc1ccc2c(c1)c(=O)cc(-c1ccccc1)n2C | -1 | 106 | 119 | 123 | 3 | 0 | 116 | 115
O=C(CCc1nnc(CCCCc2ccccc2)o1)NCc1cccc(F)c1 | 7 | 102 | 89 | 106 | 4 | 0 | 102 | 95
CCCn1c(SCC(=O)Nc2nonc2C)nnc1-c1ccoc1C | 13 | 99 | 101 | 96 | -8 | 0 | 100 | 104
Cc1cccc(-n2ncc3c2CCCC3NC(=O)C2CCOCC2)c1C (stereo not drawn) | 4 | 101 | 90 | 94 | -2 | 1 | 89 | 94
CCCn1c(SC(C)C(=O)N2CCOCC2)nc2ccc(Br)cc2c1=O (stereo not drawn) | 6 | 104 | 108 | 105 | 4 | 0 | 92 | 108
COCCOCCn1cnc2ccccc21 | 1 | 96 | 97 | 95 | 3 | 2 | 93 | 91
CCNc1nc(NC(C)C)nc(Oc2ccc(OCCOc3ccccc3)nn2)n1 | 10 | 101 | 92 | 101 | -1 | 0 | 99 | 101
CC1Cc2ccccc2N1S(=O)(=O)c1cccc(C(=O)NCc2ccco2)c1 (stereo not drawn) | -1 | 101 | 97 | 108 | 2 | 1 | 100 | 101
Cc1cccc(NC(=O)CN2C(=O)N/C(=C/c3ccc(-c4cccc(C(=O)O)c4C)o3)C2=O)c1 | 2 | 92 | 95 | 96 | -2 | 4 | 98 | 96
Clc1nc(CN2CCCCC2)nc2sc3c(c12)CCC3 | 6 | 103 | 109 | 107 | -1 | 0 | 98 | 106
Cc1ccc(NC(=O)N2CCCCCC2)c(C)c1 | -6 | 109 | 74 | 100 | 0 | 0 | 81 | 92
C=CCNC(=S)N(C1CCCCC1)C1CCCCC1 | 11 | 94 | 99 | 98 | -8 | 0 | 93 | 98
C=CCn1c(N)c(C(=O)Nc2ccc(C)cc2)sc1=S | 0 | 100 | 94 | 100 | 20 | 1 | 82 | 100
Cc1nc(N/N=C/c2cccc(F)c2)cc(N2CCOCC2)n1 | 5 | 103 | 93 | 105 | -3 | 2 | 99 | 103
CC(=O)c1sc2nc(CSc3nncn3C)[nH]c(=O)c2c1C | -1 | 103 | 108 | 110 | -33 | 2 | 113 | 108
COc1cc(/C=N/N(c2ccccc2)c2ccccc2)ccc1O | 12 | ? | 71[may fluoresce red] | 92[may fluoresce red] | -5 | 1 | 100[may fluoresce red] | 82[may fluoresce red]
CN(C)C(=O)c1ccc(NC(=O)c2cc(-c3ccco3)nc3ccccc23)cc1 | 13 | 110 | 85 | 103 | -5 | 15 | 96 | 98
Cc1nnc(SCc2cc(=O)[nH]c(N3CCN(Cc4ccccc4)CC3)n2)s1 | 4 | 96 | 81 | 87 | -2 | 3 | 80 | 82
CCC(CC)NC(=O)COC(=O)c1ccc(NS(=O)(=O)c2ccc3c(c2)OCCO3)cc1 | 8 | 95 | 89 | 93 | 2 | 0 | 94 | 97
COc1ccc(/C=C/C(=O)Oc2cccc(/C=N/NC(=O)COc3c(C)cccc3C)c2)cc1 | -3 | 103 | 104 | 106 | 3 | 0 | 99 | 110
Cc1ccc(S(=O)(=O)N[C@@H](Cc2ccccc2)C(=O)CCl)cc1 | 34 | 103 | 142 | 98 | -50 | 0 | 68 | 84
COc1ccc(-c2csc(Nc3ccccn3)n2)cc1 | 2 | 98 | 107 | 92 | 35 | 0 | 91 | 83
COc1cc2c(cc1OC)C(c1ccc([N+](=O)[O-])cc1)NCC2 (stereo not drawn) | 24 | 104 | 97 | 106 | 6 | 0 | 104 | 103
COc1cc(C2Nc3ccccc3C(=O)N2c2ccccc2)c(Br)cc1OCC(=O)O (stereo not drawn) | -6 | 112 | 86 | 102 | -10 | 4 | 111 | 100
COc1ccc(-c2cc(=O)oc(-c3cccc(C)c3)n2)cc1 | 12 | 98 | 100 | 92 | -4 | 1 | 92 | 102

Source: PubChem BioAssay (several laboratories)
